IMPase inh – cell-permeable inhibitors of inositol monophosphatase (IMPase); P97697; CHO-M1 cells, IP1 accumulation, HTRF TR-FRET ratio; inhibition (IP1 accumulation), % at 46.1 µM; 120,000 tested, under 10 active; active = well fitted curve in the direction sought with a large enough effect in the signal ratio, not every such curve was filed as active; inconclusive = small, poorly fitted or top-dose-only effect, or a change in a side signal; inactive = no such curve, though single readings can be large or run the other way; the % refers to the signal ratio;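 also: cells stimulated with carbachol in lithium chloride buffer; plate controls were DMSO basal wells for no effect and reference inhibitor wells for full effect; higher means more IMPase inhibition seen as more IP1 and lower FRET ratio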
Target sequence (P97697 whole entry, looked up): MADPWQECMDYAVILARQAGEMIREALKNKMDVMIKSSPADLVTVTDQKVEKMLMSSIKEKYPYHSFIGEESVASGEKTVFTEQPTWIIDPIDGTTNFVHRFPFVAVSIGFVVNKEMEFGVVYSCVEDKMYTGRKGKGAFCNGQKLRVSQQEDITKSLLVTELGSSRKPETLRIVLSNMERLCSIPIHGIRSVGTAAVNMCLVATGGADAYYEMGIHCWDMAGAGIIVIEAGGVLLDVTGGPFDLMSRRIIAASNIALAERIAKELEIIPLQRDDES
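In this qHTS, compounds (final up to 46 uM) act on CHO-M1 cells that are then activated through the M1 receptor with carbachol, in pH 7.4 buffer containing 50 mM LiCl, for 30 min. IP1 accumulation is quantified by the IP-One immunoassay.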
ALOX15B inhib – blocks human 15-lipoxygenase 2 activity. AID 881. purified 15hLO-2, xylenol orange hydroperoxide absorbance. Potency, µM (titrated, usually from 57.1 µM), for the others: at the top dose activity change, negative = inhibition, actives largely listed as inhibitors. O15296. actives 0.56% (n = 110,000); also: potency is read from the fitted curve at half-maximal effect; nearly all actives have a fitted effect of over 60% in size; many of its hits are not listed in these tables
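Purified human 15hLO-2 (50 nM) preincubated 15 min with compound, then 45 uM arachidonic acid for 90 min at RT in 25 mM Hepes pH 7.5, 0.01% Triton X-100. Hydroperoxide detected by Fe-xylenol orange; 573/405 nm absorbance ratio.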
12-hLO inh – inhibitors of human 12-lipoxygenase (ALOX12); actives 0.12% (n = 150,000); AID 1452; purified 12-hLO, xylenol orange hydroperoxide absorbance; Potency, µM (top dose mostly 57.1 µM), inactives show at the top dose activity change, negative = inhibition, actives largely listed as inhibitors; P18054; also: potency is read from the fitted curve at half-maximal effect; nearly all actives have a fitted effect of over 55% in size; many of its hits are not listed in these tables
Target sequence (P18054 whole entry, looked up): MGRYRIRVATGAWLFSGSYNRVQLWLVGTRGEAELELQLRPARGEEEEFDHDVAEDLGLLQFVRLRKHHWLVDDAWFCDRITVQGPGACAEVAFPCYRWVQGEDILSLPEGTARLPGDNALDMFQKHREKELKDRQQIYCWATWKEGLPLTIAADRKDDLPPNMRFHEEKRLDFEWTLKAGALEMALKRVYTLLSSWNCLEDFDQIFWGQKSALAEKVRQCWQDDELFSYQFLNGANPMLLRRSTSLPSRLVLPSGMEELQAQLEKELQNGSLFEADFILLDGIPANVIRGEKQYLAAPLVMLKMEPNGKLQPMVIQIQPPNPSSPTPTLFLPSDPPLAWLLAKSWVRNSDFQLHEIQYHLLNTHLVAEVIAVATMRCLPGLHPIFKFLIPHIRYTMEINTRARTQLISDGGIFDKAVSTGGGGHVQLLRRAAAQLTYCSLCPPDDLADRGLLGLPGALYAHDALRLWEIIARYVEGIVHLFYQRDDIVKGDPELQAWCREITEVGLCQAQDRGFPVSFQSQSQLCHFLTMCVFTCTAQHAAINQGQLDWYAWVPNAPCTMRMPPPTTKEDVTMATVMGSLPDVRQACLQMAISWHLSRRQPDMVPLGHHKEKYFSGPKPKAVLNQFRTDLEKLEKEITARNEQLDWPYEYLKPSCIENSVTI
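Purified human 12hLO (150 nM), preincubated 15 min with compound, then 40 uM arachidonic acid for 30 min, room temperature, Hepes pH 7.0 with 0.01% Triton X-100. Hydroperoxide detected by ferrous iron/xylenol orange; 573/405 nm absorbance ratio gives reaction progress.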
PNC inhibitor – inhibitors of perinucleolar compartment assembly. AID 2417. PC3M PTB-GFP, PNC prevalence imaging, 16 h; active compounds read low. activity change (PNC), negative = inhibition, % at 10 µM. actives 3.1% (n = 140,000);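 active = readout at or below -70, meaning at least 70% loss of cells showing the perinucleolar compartment, a nuclear body marking cancer cells; inconclusive = readout between -30 and a set limit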;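 also: plate controls were DMSO wells for no effect and camptothecin positive control wells for full effect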
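PC3M cells stably expressing PTB-GFP, 750–1000 cells/well, treated 16 h at 37 °C with compound (23 nl of library stock), in duplicate. After paraformaldehyde fixation and Hoechst stain, imaged at 20x; PNC prevalence scored by image analysis.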
* marks the source's active call; other numbers are inactive results; & = joins results of further samples; [ ] = remark or other dose. Unless noted, calls follow the shape of the dose curve; as a rule, active = well fitted curve in the direction sought with a large enough effect; inconclusive = small, poorly fitted or top-dose-only effect, or another doubt; inactive = no such curve, though single readings can be large; an effect the other way counts as inactive or inconclusive. Unless noted, % is scaled to controls: 0 for no effect and ±100 for the full control effect. Only part of the results is shown, so the mix of outcomes need not match the whole.

The first 4 compounds (preview)
Cc1ccc(-c2c[n+](CC(=O)N3c4ccccc4Sc4ccccc43)c3n2CCC3)cc1 was read as IMPase inh 13, 12-hLO inh 2% and PNC inhibitor inconclusive.
For Fc1ccc(/C=N/NC2=Nc3cccc4cccc2c34)cc1 the results were 12-hLO inh -4% and PNC inhibitor 10.
`Cc1noc(C)c1CSc1nnc2scc(-c3ccccc3)n12` gave IMPase inh 0, ALOX15B inhib -11%, 12-hLO inh -3% and PNC inhibitor inconclusive.
`COC(=O)c1ccccc1NC(=O)CN1CCC(NC(=O)c2ccc(C)cc2)CC1` gave IMPase inh -3, ALOX15B inhib 7%, 12-hLO inh 4% and PNC inhibitor inconclusive.

The listing, from the first entry:
Cc1ccc(-c2c[n+](CC(=O)N3c4ccccc4Sc4ccccc43)c3n2CCC3)cc1 was read as IMPase inh 13, 12-hLO inh 2% and PNC inhibitor inconclusive.
For Fc1ccc(/C=N/NC2=Nc3cccc4cccc2c34)cc1 the results were 12-hLO inh -4% and PNC inhibitor 10.
`Cc1noc(C)c1CSc1nnc2scc(-c3ccccc3)n12` gave IMPase inh 0, ALOX15B inhib -11%, 12-hLO inh -3% and PNC inhibitor inconclusive.
`COC(=O)c1ccccc1NC(=O)CN1CCC(NC(=O)c2ccc(C)cc2)CC1` gave IMPase inh -3, ALOX15B inhib 7%, 12-hLO inh 4% and PNC inhibitor inconclusive.
CCOc1ccc(N2CC(C(=O)Nc3cc(C)on3)CC2=O)cc1 (stereo unspecified) was read as IMPase inh -11, 12-hLO inh 0% and PNC inhibitor -12.
Screening CCCCCCCC/C=C\CCCCCCCC(N)=O returned IMPase inh -2, ALOX15B inhib 11% and 12-hLO inh 1%&-3%&-1%.
`Cc1csc(NC(=O)CSc2nnc(CCNC(=O)c3cccs3)n2C)n1` gave IMPase inh 13, 12-hLO inh 4% and PNC inhibitor 12.
`O=C(CNS(=O)(=O)c1ccc(F)cc1)N1CCN(c2ccccc2)CC1` gave IMPase inh 3, ALOX15B inhib -4%, 12-hLO inh -6% and PNC inhibitor -19.
`CCOC(=O)c1ccccc1NC1CC(=O)N(c2ccccc2C)C1=O` (stereo unspecified) gave IMPase inh 4, ALOX15B inhib -24%, 12-hLO inh -1% and PNC inhibitor 17.
COc1ccc(CCNC(=O)CN2C(=O)c3ccccc3C2=O)cc1 was read as IMPase inh 8, ALOX15B inhib -3%, 12-hLO inh 7% and PNC inhibitor 32.
Screening CCC(CC)C(=O)c1c[nH]c(C(=O)NCC2CCCO2)c1 (stereo unspecified) returned IMPase inh -2, ALOX15B inhib 5%, 12-hLO inh -1% and PNC inhibitor 33.
COc1cc2[nH]c(=O)n(CCCCCC(=O)N3CCN(c4ccccn4)CC3)c(=O)c2cc1OC was read as IMPase inh -8, ALOX15B inhib 2%, 12-hLO inh -4% and PNC inhibitor 69.
O=C1OC(Nc2ccc(F)cc2F)c2ccccc21 (stereo unspecified) was read as IMPase inh -12, ALOX15B inhib -2%, 12-hLO inh -3% and PNC inhibitor 16.
Cc1ccc(-n2c(CNc3ccc(F)cc3)nnc2SCC(=O)N2CCOCC2)cc1 was read as IMPase inh inconclusive, 12-hLO inh 1% and PNC inhibitor inconclusive.
`CCc1oc2c(C)c(O)ccc2c(=O)c1-c1ccc2ccccc2n1` gave IMPase inh 1, ALOX15B inhib -7%, 12-hLO inh 2% and PNC inhibitor inconclusive.
For COC(=O)c1ccc(C(NC(=O)OCc2ccccc2)/C(=C/[C@@H](C)C(=O)NCc2cccnc2)c2cccnc2)cc1 (stereo partly specified) the results were ALOX15B inhib 2% and 12-hLO inh -3%.
CCOCCOC(=O)c1cccc(NC(=O)OCC)c1 was read as IMPase inh -2, ALOX15B inhib 5%, 12-hLO inh 1% and PNC inhibitor -19.
For CCn1nnc(-c2ccccc2NS(=O)(=O)c2ccc(S(=O)(=O)N3CCCCCC3)cc2)n1 the results were IMPase inh 0, ALOX15B inhib 4%, 12-hLO inh -2% and PNC inhibitor 15.
`Cn1nc(OC(=O)Nc2ccc(Cl)cc2)cc1C(F)(F)F` gave IMPase inh -2, ALOX15B inhib -2%, 12-hLO inh -9% and PNC inhibitor -19.
For Cc1ccc2[nH]c(-c3cccc(F)c3)cc(=O)c2c1 the results were ALOX15B inhib 6%[0.0915 µM], 12-hLO inh 0%[0.00818 µM] and PNC inhibitor inconclusive.
Screening CCOC(=O)C1NN=C(C(=O)c2ccccc2)C1c1ccccc1 (stereo unspecified) returned IMPase inh -6, 12-hLO inh -4% and PNC inhibitor inconclusive.
COc1cccc(-n2c(CN3CCN(Cc4ccccc4)CC3)nc3ccc([N+](=O)[O-])cc3c2=O)c1 was read as 12-hLO inh -3% and PNC inhibitor inconclusive.
`CCCc1ccc(-c2cc(N)n[nH]2)cc1` gave IMPase inh 0, ALOX15B inhib 39%[activator], 12-hLO inh 2% and PNC inhibitor 10.
For CCCCCCCC(=O)OCCOC(=O)CCCCCCC the results were ALOX15B inhib 11%[0.0915 µM] and 12-hLO inh 1%[0.00818 µM].
`O=C(CSc1nnc(-c2ccccc2)o1)Nn1cnnc1` gave IMPase inh -3, ALOX15B inhib 6%, 12-hLO inh -1% and PNC inhibitor -4.
CCOC(=O)/C(C#N)=C\C1=C(N2CCCC2)CC(C)(C)OC1 was read as IMPase inh -5, 12-hLO inh 3% and PNC inhibitor 8.
Screening N/C(=N\c1nc2ccccc2o1)NC(=O)c1ccccc1 returned IMPase inh 4, ALOX15B inhib 3%, 12-hLO inh 3% and PNC inhibitor -29.
`CCOC(=O)c1c(C)[nH]c(C(=O)CSc2nnc(Nc3ccccc3F)s2)c1C` gave 12-hLO inh 1% and PNC inhibitor -23.
Screening O=C(CSc1nnc(-c2ccccc2)c(-c2ccccc2)n1)Nc1ncc(Cl)cc1Cl returned IMPase inh 2, 12-hLO inh 3% and PNC inhibitor inconclusive.
Screening O=C(Cn1cc(Cl)ccc1=O)c1ccc(Cl)cc1 returned 12-hLO inh 1% and PNC inhibitor 22.
O=C(N/N=C/c1ccco1)c1cccc(S(=O)(=O)Nc2ccccc2Cl)c1 was read as 12-hLO inh -5% and PNC inhibitor -12.
Screening Cc1nn(S(=O)(=O)c2ccccc2)c(C)c1Sc1ccc([N+](=O)[O-])cc1 returned IMPase inh 2, ALOX15B inhib 0%, 12-hLO inh -1% and PNC inhibitor inconclusive.
COc1cc(C=O)ccc1OCCCOc1ccccc1[N+](=O)[O-] was read as 12-hLO inh -7% and PNC inhibitor -26.
`Cc1ccc(C(=O)Nn2c(N)c(S(=O)(=O)c3ccc(C)cc3)c3nc4ccccc4nc32)cc1` gave IMPase inh 1, ALOX15B inhib -16%, 12-hLO inh -24% and PNC inhibitor 50.
COc1ccc(C(OC(=O)c2ccco2)C(=O)NC2CCCCC2)cc1OC (stereo unspecified) was read as IMPase inh 6, ALOX15B inhib 4%, 12-hLO inh -9% and PNC inhibitor 5.
For COc1ccccc1NC(=S)N/N=C/c1cccc(C)c1 the results were IMPase inh -2, 12-hLO inh inconclusive and PNC inhibitor -4.
Screening O=C(CS(=O)(=O)Cc1ccccc1)N1CCc2ccccc21 returned IMPase inh 13, ALOX15B inhib 1%, 12-hLO inh 6% and PNC inhibitor inconclusive.
`COC(=O)C(C)Sc1nnc(Cc2cc(=O)[nH]c(=O)[nH]2)n1-c1ccc(OC)cc1` (stereo unspecified) gave IMPase inh 8, ALOX15B inhib -13%, 12-hLO inh 0% and PNC inhibitor -26.
`CC1CC(C)CN(CCCNC(=O)CC2Oc3ccccc3NC2=O)C1` (stereo unspecified) gave IMPase inh 7, ALOX15B inhib 13%, 12-hLO inh 8% and PNC inhibitor 25.
Screening CC(Oc1ccccc1)C(=O)Nc1ccc(C(N)=O)cc1 (stereo unspecified) returned IMPase inh 6, ALOX15B inhib -3%, 12-hLO inh -4% and PNC inhibitor -2.
Screening CN1CCN(CCCN2c3ccccc3Sc3ccc(Cl)cc32)CC1 returned IMPase inh 3[20.6 µM], ALOX15B inhib 45%[activator], 12-hLO inh -1% and PNC inhibitor 4.
Screening Cn1cc(Cl)c(C(=O)NC2CCCC2)n1 returned IMPase inh -1, ALOX15B inhib -5%, 12-hLO inh -2% and PNC inhibitor -18.
Screening Oc1ccccc1N=Nc1nc(-c2ccccc2)c(-c2ccccc2)[nH]1 returned IMPase inh 20, ALOX15B inhib 5%, 12-hLO inh -24% and PNC inhibitor 33.
`O=C(CCNC(=O)Cn1ccc2ccccc2c1=O)NCCN1CCc2ccccc2C1` gave IMPase inh 4, ALOX15B inhib 11%, 12-hLO inh -6% and PNC inhibitor inconclusive.
COc1cccc(C(=O)N(Cc2ccc3c(c2)OCO3)Cc2nc3ccccc3c(=O)[nH]2)c1 was read as IMPase inh 7, ALOX15B inhib 4%, 12-hLO inh -13% and PNC inhibitor -19.
Screening CCC1=Nc2cc(C(=O)NCCCOC(C)C)ccc2Sc2ccccc21 returned IMPase inh 13, ALOX15B inhib -1%, 12-hLO inh 0% and PNC inhibitor 14.
Cc1nc(SCc2c(F)cccc2Cl)n[nH]1 was read as IMPase inh 7, ALOX15B inhib 0%, 12-hLO inh 1% and PNC inhibitor 3.
`c1c[nH]c(CN2CCN(Cc3ncc[nH]3)CC2)n1` gave ALOX15B inhib 42%[activator][11.4 µM] and 12-hLO inh 5%[11.4 µM].
`O=C(O)CNS(=O)(=O)c1ccc(-c2ccccc2)cc1` gave IMPase inh -5, ALOX15B inhib -4%, 12-hLO inh 4% and PNC inhibitor -5.
Screening CC(C)(C)c1ccc(CN2CCN([C@H](c3ccccc3)c3ccc(Cl)cc3)CC2)cc1 returned ALOX15B inhib 16%[11.4 µM] and 12-hLO inh 5%[11.4 µM].
Screening O=C(NCC1CCCO1)Nc1cccc(Cl)c1 (stereo unspecified) returned IMPase inh 2, ALOX15B inhib 1%, 12-hLO inh 2% and PNC inhibitor 20.
Screening Cc1ccc(NCCC(=O)c2ccc(Cl)cc2)cc1 returned IMPase inh 10, ALOX15B inhib -12%, 12-hLO inh -3% and PNC inhibitor 34.
Screening COC(=O)c1ccc2c(=O)n(-c3ccccc3)c(SCN3C(=O)c4ccccc4C3=O)nc2c1 returned 12-hLO inh 0% and PNC inhibitor inconclusive.
For Cc1cnc(CNc2nc(-c3ccc4c(c3)OCO4)nc3ccccc23)cn1 the results were ALOX15B inhib 18% and 12-hLO inh -11%.
For COc1ccc(NC(=O)Nc2ccccc2C)c(OC)c1 the results were IMPase inh inconclusive, ALOX15B inhib -3%, 12-hLO inh 7% and PNC inhibitor 38.
Screening CNC(=O)CSc1nnc(CCc2ccccc2)n1-c1ccccc1 returned IMPase inh 2, ALOX15B inhib 3%, 12-hLO inh 0% and PNC inhibitor 46.
CCn1nc(C)c(NC(=O)CSc2nnc(-c3ccco3)n2C)c1C was read as IMPase inh -10, ALOX15B inhib -3%, 12-hLO inh 2% and PNC inhibitor -3.
COc1ccccc1N1CCN(CC(=O)Nc2ccc(C)c(F)c2)CC1 was read as IMPase inh 3, ALOX15B inhib 1%, 12-hLO inh -7% and PNC inhibitor 32.
For Cc1ccccc1NC(=S)c1nc2ccccc2[nH]1 the results were 12-hLO inh -2% and PNC inhibitor -28.
O=C(OCC(=O)N1CCCc2ccccc21)c1ccc(Br)o1 was read as IMPase inh 0, ALOX15B inhib -9%, 12-hLO inh -13% and PNC inhibitor 19.
CCCc1nnc(SCC(=O)N2CCCCC2C)n1CC1CCCO1 (stereo unspecified) was read as IMPase inh -1, ALOX15B inhib -3%, 12-hLO inh 4% and PNC inhibitor -22.

Pulled by structure from the list above:
For Cc1ccccc1NC(=S)c1nc2ccccc2[nH]1 the results were 12-hLO inh -2% and PNC inhibitor -28.
Screening CN1CCN(CCCN2c3ccccc3Sc3ccc(Cl)cc32)CC1 returned IMPase inh 3[20.6 µM], ALOX15B inhib 45%[activator], 12-hLO inh -1% and PNC inhibitor 4.

Assay outcomes (PubChem BioAssay)
